Screening data deposited in PubChem by National Center for Advancing Translational Sciences (NCATS).
FBPA coupling cs: coupling enzyme interference in Giardia aldolase counter-screen | coupling enzyme system counterscreen, AmpLite Red fluorescence | activity change, negative = inhibition, % at 58.2 µM, hits read low | actives 0.67% (n = 290,000); in the data active means activity change below about -30%; further: on the % scale 0 is the no-effect control and ±100 the full control effect
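Compounds tested against the coupling enzymes alone at 57.5 uM final; readout was AmpLite Red fluorescence (525/598 nm) after 20 min at RT.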
FLuc counter: firefly luciferase modulation, counter-screen for miR-21 project | AID 588342 | purified FLuc, Km substrates, luminescence inhibition | Potency, µM (doses to about 57.5 µM), inactives show at the highest dose activity change, negative = inhibition, usual class: inhibitors | actives 6.9% (n = 360,000);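 further: potency means the concentration at half of the fitted maximal effect; plate controls were vehicle for no effect and reference inhibitor for full effect; nearly all actives have a fitted effect of over 55% in size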
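Purified P. pyralis luciferase, 10 nM final, with Km-level 10 uM D-luciferin and 10 uM ATP in 50 mM Tris acetate pH 7.5, 10 mM Mg acetate, 0.01% Tween-20, 0.05% BSA; 6-point qHTS titration about 60 µM downward; luminescence read.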
Rab9 prom act: activates the Rab9 promoter; Potency, µM (top dose mostly 9.22 µM), for the others: at the highest dose activation, negative = inhibition, most hits filed as activators; Huh7 Rab9 promoter-luciferase reporter, luminescence, 24 h; actives 2.8% (n = 320,000); AID 485297; further: potency means the concentration at half of the fitted maximal effect; % of control where 0% means no effect; nearly all actives have a fitted effect of over 60% in size
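Cells were plated at 1500 per well in reduced-serum medium with 10% FBS and left 2 h. Compound in DMSO was then added for 24 h at 37 °C. Reporter signal was read by luminescence after 10 min with luciferase detection reagent.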
KCNH2 3.1 block: KCNH2 3.1 (human) potassium channel inhibition; U2OS KCNH2 3.1, thallium flux FluxOr; hits give low values; activity change, % (tested at about 1.8 µM); actives 0.95% (n = 340,000);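 active means maximum activity change below -70%; inconclusive means maximum activity change from -70% to -50%; inactive means maximum activity change above -50%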;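 further: thallium influx rate constant from kinetic fluorescence after stimulation buffer; on the % scale 0 is the no-effect control and ±100 the full control effect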
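Virally transduced U2OS (3.1 isoform, 4 h infection in dark at RT) → overnight 37 C → FluxOr + Red40 in HBSS/HEPES, 45 min → stimulation buffer, 2 min kinetic read → rate constant vs DMSO controls.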
Giardia killer: Giardia lamblia killing | actives 0.15% (n = 340,000) | activity change, % at 7.66 µM, hits read low | Giardia lamblia trophozoite viability | AID 540267; in the data active means activity change below about -80%; inconclusive means between about -30% and that limit;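 further: parasites exposed to compound for two days anaerobically before the ATP read; on the % scale 0 is the no-effect control and ±100 the full control effect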
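Giardia lamblia trophozoites (100 cells/well) were incubated with compounds for 48 h at 37 deg C under anaerobic conditions. Viability was read as ATP content by one-step luminescence after 15-30 min at room temperature.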
VP16 counter: inhibits Gal4-VP16 luciferase reporter, ROR gamma counter-screen; actives 3.5% (n = 310,000); Potency, µM (series often up to 53.6 µM), for the others: at the top dose activity, negative = inhibition, usual class: inhibitors; Drosophila S2 Gal4-VP16 UAS-luciferase, luminescence, 20 h;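 further: Gal4-VP16 expression switched on by copper sulfate through the metallothionein promoter; potency means the concentration at half of the fitted maximal effect; on the % scale 0 is the no-effect control and ±100 the full control effect; nearly all actives have a fitted effect of over 50% in size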
ELG1 genotox: genotoxicity induction in ELG1-luciferase HEK293T cells. HEK293T ELG1-luciferase reporter, luminescence, 16 h. Potency, µM (doses to about 46 µM), without a hit: top-dose activity change, positive = activation, hits mostly activators. actives 1.3% (n = 330,000). AID 504466; further: potency means the concentration at half of the fitted maximal effect; % of control where 0% means no effect; nearly all actives have a fitted effect of over 60% in size
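Reporter readout depends on ELG1 protein level, which increases with genetic stress. After 16 hr compound exposure at 37 °C, luciferase activity was quantified using ONE-Glo.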
Tb PFK inh: T. brucei PFK enzyme inhibition; Potency, µM (top dose mostly 57.5 µM), without a hit: top-dose activity, negative = inhibition, actives largely listed as inhibitors; actives 0.17% (n = 330,000); AID 485367; T. brucei PFK, ADP-Glo luminescence;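 further: potency means the concentration at half of the fitted maximal effect; 0% = uninhibited 1x PFK enzyme wells and -100% = no-enzyme wells; nearly all actives have a fitted effect of over 60% in size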
Target sequence (O15648 whole entry, looked up): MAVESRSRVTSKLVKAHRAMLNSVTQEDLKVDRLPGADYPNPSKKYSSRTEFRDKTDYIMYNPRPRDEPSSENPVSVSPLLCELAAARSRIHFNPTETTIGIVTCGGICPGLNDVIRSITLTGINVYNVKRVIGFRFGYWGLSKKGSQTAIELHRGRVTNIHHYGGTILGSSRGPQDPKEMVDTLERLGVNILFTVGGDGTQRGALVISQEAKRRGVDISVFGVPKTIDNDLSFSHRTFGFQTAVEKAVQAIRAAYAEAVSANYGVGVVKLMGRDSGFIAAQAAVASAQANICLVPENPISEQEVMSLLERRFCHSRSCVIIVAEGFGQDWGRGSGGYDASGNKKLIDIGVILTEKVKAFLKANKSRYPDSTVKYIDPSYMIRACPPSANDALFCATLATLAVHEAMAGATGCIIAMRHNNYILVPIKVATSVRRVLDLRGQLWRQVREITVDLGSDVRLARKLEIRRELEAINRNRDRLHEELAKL
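Compounds were pin-transferred as a titration series up to 57 uM into substrate buffer (0.5 mM F6P, 0.1 mM ATP, pH 8.0), then 1.25 nM PFK was added and reactions ran 45 min before ADP-Glo detection.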
NPC1 prom act: activators of NPC1 promoter; Potency, µM (highest dose often 9.22 µM), inactives show top-dose activation, most hits filed as activators; Huh7 NPC1 promoter luciferase reporter, 24 h; AID 485313; actives 2.4% (n = 320,000);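 further: potency means the concentration at half of the fitted maximal effect; % of control where 0% means no effect; nearly all actives have a fitted effect of over 60% in size; reporter is driven by a mutant NPC1 promoter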
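Compounds in DMSO were transferred onto Huh7 NPC1-luciferase reporter cells pre-incubated 2 h; after 24 h at 37 °C, Amplite reagent was dispensed and luminescence recorded 10 min later.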
uPA generation: cell surface uPA generation inhibition; cell surface uPA generation assay, qHTS; Potency, µM (highest dose often 38.3 µM), for the others: top-dose activity change, negative = inhibition, usual class: inhibitors; actives 0.31% (n = 330,000); AID 540303; active means well fitted inhibition curve with a large enough effect; inconclusive means small, poorly fitted or top-dose-only effect; inactive means no such curve, though single readings can be large or run the other way; tested in mouse RAW 264.7 cells; further: potency means the concentration at half of the fitted maximal effect; on the % scale 0 is the no-effect control and ±100 the full control effect; nearly all actives have a fitted effect of over 55% in size
RORgamma inh: ROR gamma (mouse) transcription inhibition; P51450; Drosophila S2 Gal4-RORgamma UAS-luciferase reporter, 20 h; Potency, µM (titrated, usually from 53.6 µM), without a hit: top-dose activity change, negative = inhibition, hits mostly inhibitors; actives 5.4% (n = 310,000); AID 2551; further: potency means the concentration at half of the fitted maximal effect; on the % scale 0 is the no-effect control and ±100 the full control effect; nearly all actives have a fitted effect of over 60% in size
Target sequence (P51450 whole entry, looked up, the tested form may be a part): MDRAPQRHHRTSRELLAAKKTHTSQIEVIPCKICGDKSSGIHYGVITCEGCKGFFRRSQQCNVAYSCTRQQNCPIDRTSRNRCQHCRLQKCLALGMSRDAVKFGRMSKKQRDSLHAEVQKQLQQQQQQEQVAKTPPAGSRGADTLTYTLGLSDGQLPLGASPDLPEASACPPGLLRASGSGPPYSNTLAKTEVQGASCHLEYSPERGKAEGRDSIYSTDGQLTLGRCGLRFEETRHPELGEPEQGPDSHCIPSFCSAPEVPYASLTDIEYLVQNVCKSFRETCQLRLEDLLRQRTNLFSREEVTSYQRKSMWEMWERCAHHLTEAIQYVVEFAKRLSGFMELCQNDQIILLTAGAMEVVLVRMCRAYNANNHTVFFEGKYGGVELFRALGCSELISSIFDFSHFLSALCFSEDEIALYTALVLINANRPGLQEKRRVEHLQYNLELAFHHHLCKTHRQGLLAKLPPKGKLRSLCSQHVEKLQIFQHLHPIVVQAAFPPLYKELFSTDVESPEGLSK
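Luciferase reporter read in Schneider cells carrying Gal4-RORγ (mouse) and UAS-Photinus luciferase; cells given compound 1 h before 700 uM copper sulfate induction, then incubated 20 h at ambient temperature.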
An asterisk follows results filed as active. Unless noted, the call rests on the fitted dose curve; in most records, active means well fitted curve in the direction sought with a large enough effect; inconclusive means small, poorly fitted or top-dose-only effect, or another doubt; inactive means no such curve, though single readings can be large; an effect the other way counts as inactive or inconclusive. This is a random part of the collection; 14% or so of the library scored in one or more.

How did Cc1ccc(OCc2nnc(SCc3cc(=O)[nH]c4ccccc34)n2-c2ccccc2)cc1 do in these assays?
FBPA coupling cs: -0.1; FLuc counter: 0.9%; Rab9 prom act: -3.0%; KCNH2 3.1 block: 2.4; Giardia killer: 2.8; VP16 counter: -5.7%; ELG1 genotox: -4.1%; Tb PFK inh: 0.0%; NPC1 prom act: 0.9%; uPA generation: -10.6%; RORgamma inh: inconclusive

What do the screens show for `Cc1ccc(Cl)cc1NS(=O)(=O)c1ccc2c(c1)NC(=O)C(C)C(=O)N2` (centres undefined)?
FBPA coupling cs: 2.1; FLuc counter: 5.8%; Rab9 prom act: 5.0%; KCNH2 3.1 block: -1.4; Giardia killer: 0.5; VP16 counter: -4.2%; ELG1 genotox: 1.1%; Tb PFK inh: -0.4%; NPC1 prom act: -2.3%; uPA generation: -28.8%; RORgamma inh: 14.7%

What do the screens show for `CC(=O)Nc1ccc(NC(=O)CC(c2ccccc2)c2ccccc2)cc1`?
FBPA coupling cs: 2.5; FLuc counter: -2.8%; Rab9 prom act: -4.1%; KCNH2 3.1 block: 14.9; Giardia killer: -17.1; VP16 counter: -4.2%; ELG1 genotox: -1.0%; Tb PFK inh: -3.1%; NPC1 prom act: -0.2%; uPA generation: 0.1%; RORgamma inh: 20.1%

How did CC(C)(C)C1CCC(C(=O)Nc2ccc(N3CCOCC3)cc2N2CCOCC2)CC1 (centres undefined) do in these assays?
FLuc counter: 1.7%; Rab9 prom act: -1.5%; KCNH2 3.1 block: -12.0; Giardia killer: 2.6; ELG1 genotox: -2.1%; Tb PFK inh: 5.1%; NPC1 prom act: -1.5%; uPA generation: -1.3%

Results for Cc1ccc([N+](=O)[O-])cc1S(=O)(=O)N1CCC(C)CC1 ?
FBPA coupling cs: 1.4; FLuc counter: -2.0%; Rab9 prom act: -2.1%; KCNH2 3.1 block: -3.4; Giardia killer: 17.5; VP16 counter: -7.7%; ELG1 genotox: 2.3%; Tb PFK inh: -2.0%; NPC1 prom act: -7.9%; uPA generation: -6.6%; RORgamma inh: 4.9%

Results for CCCN(CCC)S(=O)(=O)c1ccc(C(=O)Nc2ccc(S(=O)(=O)Nc3nnc(CC)s3)cc2)cc1 ?
FBPA coupling cs: 6.0; FLuc counter: 9.3%; Rab9 prom act: -1.9%; KCNH2 3.1 block: -13.0; Giardia killer: 7.0; VP16 counter: -8.2%; ELG1 genotox: -1.3%; Tb PFK inh: 2.2%; NPC1 prom act: -2.1%; uPA generation: 3.9%; RORgamma inh: 23.9%

How did CC(=O)c1sc(NC(=O)CS(=O)(=O)c2ccc(F)cc2)nc1C do in these assays?
FLuc counter: -8.1%; Rab9 prom act: -0.5%; KCNH2 3.1 block: 4.1; Giardia killer: 0.1; ELG1 genotox: 5.8%; Tb PFK inh: 27.7%; NPC1 prom act: 0.6%; uPA generation: -3.3%

How did COc1ccc(S(=O)(=O)N2CCC(C(=O)NCc3cccnc3)CC2)cc1Cl do in these assays?
FBPA coupling cs: 2.4; FLuc counter: 2.0%; Rab9 prom act: 3.8%; KCNH2 3.1 block: -14.6; Giardia killer: -1.1; VP16 counter: -7.6%; ELG1 genotox: 1.9%; Tb PFK inh: -1.3%; NPC1 prom act: -5.5%; uPA generation: -1.6%; RORgamma inh: -12.3%

What do the screens show for `COc1ccc(-n2nc(C(=O)NCC(=O)NC3CCCCC3)c3ccccc3c2=O)cc1`?
FBPA coupling cs: -4.1; FLuc counter: inconclusive; Rab9 prom act: 10.7%; KCNH2 3.1 block: 15.1; Giardia killer: -3.5; VP16 counter: -1.0%; ELG1 genotox: -17.2%; Tb PFK inh: -4.4%; NPC1 prom act: 1.7%; uPA generation: -1.1%; RORgamma inh: 26.1%

What do the screens show for `O=C(CC(=O)Nc1nc(C23CC4CC(CC(C4)C2)C3)cs1)NCCO`?
FBPA coupling cs: 4.8; FLuc counter: -15.6%; Rab9 prom act: -3.2%; KCNH2 3.1 block: 2.7; Giardia killer: -19.8; VP16 counter: 3.1%; ELG1 genotox: -0.7%; Tb PFK inh: 1.0%; NPC1 prom act: -4.2%; uPA generation: -4.0%; RORgamma inh: -2.4%

Results for CN(C)CCNC(=S)NC1CCCCC1 ?
FBPA coupling cs: -3.1; FLuc counter: -0.8%; Rab9 prom act: -2.9%; KCNH2 3.1 block: 3.4; Giardia killer: -0.3; VP16 counter: 1.2%; ELG1 genotox: 1.8%; Tb PFK inh: -2.6%; NPC1 prom act: -4.5%; uPA generation: 6.7%; RORgamma inh: -12.7%

How did CC(C)CCn1nnnc1C(c1ccc(F)cc1)N1CCN(C(=O)c2ccco2)CC1 (centres undefined) do in these assays?
FBPA coupling cs: 2.9; FLuc counter: 4.3%; Rab9 prom act: -1.0%; KCNH2 3.1 block: -17.0; Giardia killer: 16.0; VP16 counter: 2.3%; ELG1 genotox: -0.6%; Tb PFK inh: -0.6%; NPC1 prom act: -3.9%; uPA generation: 2.1%; RORgamma inh: 12.8%

What do the screens show for `C=CCn1cc(C(=O)OC)c(=O)c2cc(S(=O)(=O)N3CCCCCC3)ccc21`?
FBPA coupling cs: 2.9; FLuc counter: -2.6%; Rab9 prom act: -7.9%; KCNH2 3.1 block: -1.8; Giardia killer: -13.3; VP16 counter: -6.0%; ELG1 genotox: 0.4%; Tb PFK inh: -4.8%; NPC1 prom act: 0.8%; uPA generation: -2.9%; RORgamma inh: 2.0%

Results for Cc1cc(C(=O)CSc2nnc(-c3cccs3)n2Cc2ccccc2)c(C)n1C ?
FBPA coupling cs: 3.8; FLuc counter: -1.2%; Rab9 prom act: -9.2%; KCNH2 3.1 block: -27.1; Giardia killer: 29.7; VP16 counter: 3.2%; ELG1 genotox: -19.7%; Tb PFK inh: 0.5%; NPC1 prom act: -9.6%; uPA generation: 6.5%; RORgamma inh: 43.3%

How did COc1cc(/C=C(\C#N)C(=O)NC2CCCCC2C)ccc1OS(=O)(=O)c1ccc(C)cc1 (centres undefined) do in these assays?
FBPA coupling cs: -4.3; FLuc counter: 5.0%; Rab9 prom act: -15.9%; KCNH2 3.1 block: -13.1; Giardia killer: -15.7; VP16 counter: 11.2µM*; ELG1 genotox: -11.0%; Tb PFK inh: 1.4%; NPC1 prom act: -3.5%; uPA generation: 0.1%; RORgamma inh: inconclusive

Results for C=CCS/C(=N\n1cnc2ccccc2c1=O)N1CCCCC1 ?
FBPA coupling cs: -0.6; FLuc counter: -6.3%; Rab9 prom act: inconclusive; KCNH2 3.1 block: 0.5; Giardia killer: 8.1; VP16 counter: -33.0%; ELG1 genotox: 6.3%; Tb PFK inh: -1.6%; NPC1 prom act: 0.6%; uPA generation: -0.2%; RORgamma inh: 15.2%

Results for CC(=O)Nc1nc(CC(=O)c2ccccc2)cs1 ?
FBPA coupling cs: 3.1; FLuc counter: -6.1%; Rab9 prom act: -5.1%; KCNH2 3.1 block: 18.3; Giardia killer: -6.3; VP16 counter: 4.6%; ELG1 genotox: 6.5%; Tb PFK inh: -0.7%; NPC1 prom act: 0.5%; uPA generation: -11.3%; RORgamma inh: -2.6%

What do the screens show for `C/C(=N\NC(=O)c1cc(C)nc2ccccc12)c1ccncc1`?
FLuc counter: 4.5%; Rab9 prom act: -3.7%; KCNH2 3.1 block: -0.7; Giardia killer: -5.8; VP16 counter: -7.8%; ELG1 genotox: 0.7%; Tb PFK inh: 0.3%; NPC1 prom act: -1.8%; uPA generation: -15.5%; RORgamma inh: -17.2%

Results for COC(=O)CC1SC(=O)NC1=Nc1cccc(C)c1 (centres undefined) ?
FBPA coupling cs: 2.3; FLuc counter: -7.8%; Rab9 prom act: 10.2%; KCNH2 3.1 block: 2.9; Giardia killer: 9.2; VP16 counter: inconclusive; ELG1 genotox: 1.5%; Tb PFK inh: 4.0%; NPC1 prom act: 0.1%; uPA generation: -4.5%; RORgamma inh: inconclusive

How did Cc1nc2ccc(S(=O)(=O)NCC(=O)N3CCc4ccccc43)cc2s1 do in these assays?
FBPA coupling cs: 1.3; FLuc counter: 4.9%; Rab9 prom act: -2.9%; KCNH2 3.1 block: 10.0; Giardia killer: 0.0; VP16 counter: 1.3%; ELG1 genotox: 4.2%; Tb PFK inh: 2.0%; NPC1 prom act: -4.1%; uPA generation: 2.3%; RORgamma inh: -0.6%

Results for O=S(=O)(NCc1ccco1)c1ccc2c(c1)Cc1ccccc1-2 ?
FBPA coupling cs: 2.4; FLuc counter: -1.9%; Rab9 prom act: 19.1%; KCNH2 3.1 block: -1.2; Giardia killer: 5.2; VP16 counter: 8.91µM*; ELG1 genotox: 3.7%; Tb PFK inh: -0.4%; NPC1 prom act: 1.4%; RORgamma inh: inconclusive
